Screening results (PubChem)
IL-1B inflam inh: inhibitors of inflammasome signaling (IL-1 beta secretion) | activity change, % at 57.5 µM | 360,000 compounds, 4.7% hits | THP-1 LPS/ATP IL-1B secretion, AlphaLISA, 16 h; active compounds read low; in the data active = activity change below about -50%; inconclusive = mostly about -30% to -49%; also: % is scaled to controls: 0 for no effect and ±100 for the full control effect
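THP-1 cells pretreated 1 hr with compounds (up to 57.5 uM final), then stimulated with LPS (250 ng/mL final) plus ATP (1.25 mM final); secreted IL-1B measured by AlphaLISA after 16 hr, decreased signal indicating inhibition.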
ATXN2 expr inh: ATXN2 expression inhibition; AID 1745845; Potency, µM (titrated, usually from 57 µM), inactives show top-dose activity change, negative = inhibition, actives largely listed as inhibitors; 360,000 compounds, 0.72% hits; HEK-293 ATXN2-luciferase reporter, luminescence, 24 h; also: potency is read from the fitted curve at half-maximal effect; % is scaled to controls: 0 for no effect and ±100 for the full control effect; nearly all actives have a fitted effect of over 55% in size
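qHTS (up to 57 uM final) was run with 24 h compound exposure of reporter cells at 37 °C. Each well was multiplexed: SteadyGlo luminescence measured ATXN2-luciferase expression after a fluorogenic Gly-Phe-AFC viability readout (25 uM final).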
KB-V1 cytotox: KB-V1 MDR subline cytotoxicity; 400,000 compounds, 3.4% hits; KB-V1 MDR cells viability, CellTiter-Glo, 72 h; Potency, µM (series often up to 46.1 µM), for the others: top-dose activity change, negative = cytotoxicity, actives largely listed as cytotoxic; also: potency is read from the fitted curve at half-maximal effect; % is scaled to controls: 0 for no effect and ±100 for the full control effect; nearly all actives have a fitted effect of over 60% in size
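KB-V1 MDR subline cells in DMEM (phenol-red free, 10% FBS) exposed to compounds in qHTS concentration series for 72 h at 37 degrees C. Viability read by CellTiter-Glo luminescence; concentration-effect curves fitted after normalization and correction.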
SW480 rereplic: DNA re-replication induction in SW480 cells; SW480 DNA re-replication, Hoechst DNA content imaging, 48 h; Potency, µM (doses to about 46.1 µM), without a hit: top-dose re-replication activation, hits mostly activators; 340,000 compounds, 1.8% hits; AID 624297; also: potency is read from the fitted curve at half-maximal effect; % of control where 0% means no effect; nearly all actives have a fitted effect of over 55% in size
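Quantitative HTS format with DMSO vehicle controls; 48 hr drug incubation at 37 C, then 40 min Hoechst staining and scanning imager measurement at 405 nm excitation.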
MCF10A rerep: induces DNA re-replication in MCF 10a normal breast cells; MCF 10A DNA re-replication, Hoechst nuclear intensity, 48 h; Potency, µM (top dose mostly 46.1 µM), for inactives: at the highest dose activity, positive = re-replication, actives largely listed as activators; 350,000 compounds, 2.9% hits; AID 624296; also: potency is read from the fitted curve at half-maximal effect; % of control where 0% means no effect; nearly all actives have a fitted effect of over 50% in size
WRN helicase inh: WRN helicase (human) inhibition. Q14191. WRN helicase unwinding, fluorescent forked duplex, kinetic. Potency, µM (top dose mostly 114 µM), without a hit: top-dose activity change, negative = inhibition, actives largely listed as inhibitors. 360,000 compounds, 0.46% hits. AID 651768; also: potency is read from the fitted curve at half-maximal effect; % is scaled to controls: 0 for no effect and ±100 for the full control effect; nearly all actives have a fitted effect of over 55% in size
Target sequence (Q14191 whole entry, looked up): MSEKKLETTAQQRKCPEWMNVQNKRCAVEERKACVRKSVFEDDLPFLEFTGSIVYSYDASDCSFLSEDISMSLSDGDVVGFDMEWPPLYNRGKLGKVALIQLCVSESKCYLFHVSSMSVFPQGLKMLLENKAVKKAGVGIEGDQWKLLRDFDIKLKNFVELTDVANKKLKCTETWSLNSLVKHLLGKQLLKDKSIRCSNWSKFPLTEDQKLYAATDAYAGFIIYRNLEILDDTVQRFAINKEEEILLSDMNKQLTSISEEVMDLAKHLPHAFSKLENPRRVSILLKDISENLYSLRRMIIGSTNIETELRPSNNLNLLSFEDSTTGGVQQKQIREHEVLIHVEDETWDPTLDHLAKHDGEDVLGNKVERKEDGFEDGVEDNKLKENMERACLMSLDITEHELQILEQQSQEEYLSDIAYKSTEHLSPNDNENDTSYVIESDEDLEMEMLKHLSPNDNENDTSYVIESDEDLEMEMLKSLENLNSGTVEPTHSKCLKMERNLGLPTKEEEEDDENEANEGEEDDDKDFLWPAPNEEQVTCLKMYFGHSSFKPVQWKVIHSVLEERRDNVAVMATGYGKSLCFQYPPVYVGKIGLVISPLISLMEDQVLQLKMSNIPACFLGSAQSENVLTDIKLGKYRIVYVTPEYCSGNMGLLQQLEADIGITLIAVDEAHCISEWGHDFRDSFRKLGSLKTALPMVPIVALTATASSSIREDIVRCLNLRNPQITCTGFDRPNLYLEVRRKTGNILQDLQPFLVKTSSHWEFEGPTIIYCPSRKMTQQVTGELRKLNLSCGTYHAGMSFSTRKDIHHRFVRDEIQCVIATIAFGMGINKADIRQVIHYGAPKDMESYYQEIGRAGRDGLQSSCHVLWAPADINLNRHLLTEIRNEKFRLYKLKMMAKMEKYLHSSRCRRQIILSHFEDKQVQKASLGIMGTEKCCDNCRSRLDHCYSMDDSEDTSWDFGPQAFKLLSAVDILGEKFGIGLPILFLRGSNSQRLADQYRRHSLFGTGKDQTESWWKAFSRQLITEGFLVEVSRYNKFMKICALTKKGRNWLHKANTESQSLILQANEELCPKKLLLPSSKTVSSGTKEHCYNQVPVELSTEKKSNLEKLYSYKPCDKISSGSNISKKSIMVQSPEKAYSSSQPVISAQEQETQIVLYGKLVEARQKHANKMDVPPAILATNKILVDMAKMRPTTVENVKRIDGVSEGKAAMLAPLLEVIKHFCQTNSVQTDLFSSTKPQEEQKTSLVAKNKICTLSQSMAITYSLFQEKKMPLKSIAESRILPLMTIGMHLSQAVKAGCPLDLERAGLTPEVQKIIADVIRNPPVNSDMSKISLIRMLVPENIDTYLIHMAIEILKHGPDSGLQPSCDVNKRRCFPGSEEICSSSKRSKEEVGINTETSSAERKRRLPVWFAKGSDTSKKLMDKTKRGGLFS
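Fluorescence dequenching readout, ex 525 nm/em 598 nm, kinetic mode: forked duplex DNA (100 nM final) with adjacent fluorophore and quencher unwound by WRN (20 nM final) with 2 mM ATP. Compound preincubation 15 min, room temperature.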
HT1080 IDH1KD tx: HT-1080 IDH1 knockdown cell toxicity (counter line). HT-1080 IDH1 knockdown viability, ATP luminescence, 48 h. Potency, µM (titrated, usually from 46.1 µM), for the others: at the highest dose activity, negative = toxicity, actives largely listed as cytotoxic. 360,000 compounds, 2% hits. AID 686971;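 also: potency is read from the fitted curve at half-maximal effect; 0% = DMSO wells and -100% = cell-free medium wells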
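CellTiter-Glo luminescence after 48 h compound exposure at 37 degrees C of IDH1-knockdown HT-1080 cells in 5% FBS RPMI. %Activity scaled between DMSO wells and cell-free media wells, with curves fitted and assigned curve classes.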
HT1080NT lethal: kills 2HG-producing HT-1080-NT fibrosarcoma cells; HT-1080-NT fibrosarcoma viability, CellTiter-Glo ATP luminescence, 48 h; Potency, µM (doses to about 46.1 µM), without a hit: at the highest dose activity, negative = less viability, hits mostly cytotoxic; 360,000 compounds, 1.6% hits;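 also: NT is the 2HG producing partner of a matched IDH1 knockdown line; potency is read from the fitted curve at half-maximal effect; 0% = DMSO-treated cells and -100% = media-only wells without cells; nearly all actives have a fitted effect of over 55% in size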
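Fibrosarcoma NT cells, 750 per well in 5% FBS RPMI, were exposed to compound for 48 hours. Viability: CellTiter-Glo luminescence.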
KB-3-1 cytotox: KB-3-1 parental cell cytotoxicity | KB-3-1 viability, CellTiter-Glo ATP luminescence, 72 h | Potency, µM (titrated, usually from 46.1 µM), for inactives: at the top dose activity change, negative = cytotoxic, actives largely listed as cytotoxic | 400,000 compounds, 1.4% hits; also: potency is read from the fitted curve at half-maximal effect; % is scaled to controls: 0 for no effect and ±100 for the full control effect; nearly all actives have a fitted effect of over 60% in size
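Parental KB-3-1 viability, qHTS format: 72 h compound exposure, 37 °C; CellTiter-Glo; media-only wells and DMSO plates as controls; concentration-effect fits on corrected data.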
An asterisk follows results filed as active; u = inconclusive; x = not tested or not shown; & = joins results of further samples; [ ] = dose if it differs, or a comment. Unless noted, calls follow the shape of the dose curve; as a rule, active = well fitted curve in the direction sought with a large enough effect; inconclusive = small, poorly fitted or top-dose-only effect, or another doubt; inactive = no such curve, though single readings can be large; an effect the other way counts as inactive or inconclusive. Not a hit list. Share with any hit: about 12%.

SMILES	IL-1B inflam inh	ATXN2 expr inh	KB-V1 cytotox	SW480 rereplic	MCF10A rerep	WRN helicase inh	HT1080 IDH1KD tx	HT1080NT lethal	KB-3-1 cytotox
CCN1CCN(Cc2ccc(NC(=O)c3ccc(C)c(NC(=O)c4ccno4)c3)cc2C(F)(F)F)CC1	-65*	-29%&-12%	u	-2%	-7%	-2%&12%	-10%&0%	-14%&-7%	-23%&-1%
O=C(CCc1ccccc1)NCc1ccccc1	-1	x	27%	-162%[inhibitor]	3%	5%	-3%	-4%	-1%
CCn1c(SCC(=O)N/N=C/C=C/c2ccco2)nnc1-c1ccc(OC)cc1	-8	-5%	-1%	-8%	1%	-14%	-1%	0%	-5%
O=C(C1CCN(c2nc3nonc3nc2N2CCCCC2)CC1)N1CCOCC1	1	4%	0%	-7%	0%	-10%	2%	-2%	1%
C/C(=N\NC(=O)c1cc(C)nc2ccccc12)c1ccccn1	143	u	0%	u	u	10%	u	u	0%
O=C(NNc1cc(Cl)ccc1Cl)C1CCC1	-1	10%	11%	0%	3%	-13%	-16%	-16%	-5%
CCc1cc2c(C)cc(C)cc2nc1SCC(=O)Nc1cc(C)on1	7	-5%	4%	-1%	u	3%	7%	12%	-2%
COc1ccc(NC(=O)CSc2ncnc3c2cnn3CCc2ccccc2)cc1	0	-6%	-13%	1%[9.22 µM]	2%	4%	7%	-2%	0%
C=CCn1c(SCc2cccc(C#N)c2)nnc1-c1ccccc1O	15	6%	-10%	1%	4%	3%	2%	-1%	-1%
Cc1ccc2c(c1)N(CCC(=O)NC1CCCCC1C)C(=O)CO2 (stereo unspecified)	13	2%	28%	-10%	-20%	4%	18%	11%	24%
CC(C)OC(=O)N(C)C[C@H]1OCc2cnnn2CCCC(=O)N([C@H](C)CO)C[C@@H]1C	20	13%	u	x	x	-6%	10%	15%	1%
CC(C)(C)CC(C)(C)NC(=S)Nc1ccc(S(=O)(=O)N2CCOCC2)cc1	-71*	-10%	-24%	12%	u	-7%	u	u	u
CC(=O)Nc1ccc(N2C(=O)CC(Sc3nc4ccccc4s3)C2=O)cc1 (stereo unspecified)	21	x	0%	-10%	0%	-1%	1%	4%	0%
CC(C)C[C@H](NC(=O)c1nc[nH]c1C(=O)NCC(=O)OC(C)(C)C)C(=O)OCc1ccccc1	32	-14%	26%	-10%	u	-9%	0%	1%	9%
CCOC(=O)CCCCC(=O)c1[nH]c(=O)[nH]c1CSc1nc2ccccc2[nH]1	-91*	7%	1%	-4%	-11%	-8%	6%	u	2%
O=c1c2cc(NC(=S)NCCCN3CCC(Cc4ccccc4)CC3)ccc2nc2n1CCCCC2	-91*	-12%[11.3 µM]	u	u	2%	1%	16µM*	9.2µM*	23µM*
O=C(Nc1ccc(O)c(-c2nc3ccccc3o2)c1)C1(c2ccc([N+](=O)[O-])cc2)CCCC1	-9	4%	-6%	13%	u	-16%	13%	12%	-3%
Cc1ccnc(NS(=O)(=O)c2ccc(CC(C)C)cc2)c1	4	8%	-2%	2%	-8%	6%	10%	-1%	-4%
COc1ccccc1NC(=O)CCc1nc(-c2ccccc2F)no1	9	1%	u	5%	0%	2%	0%	-1%	9%
O=S(=O)(c1cccc(Br)c1)N1CCN(C(=S)NCC2CCCO2)CC1 (stereo unspecified)	7	-26%	-3%	14%	3%	-3%	-3%	4%	1%
COC(=O)c1ccc(Cn2nnc3ccccc3c2=O)o1	0	6%	2%	-9%	-7%	1%	0%	0%	-12%
COC(=O)C1=C(C)NC(=O)NC1c1ccc(-c2ccc(F)cc2)o1 (stereo unspecified)	6	3%[11.3 µM]	-6%	-8%	-2%	-8%	u	u	-3%
Cc1cccc(C(=O)N[C@H](C(=O)Nc2ccc3c(c2)OCO3)C(C)C)c1	-20	-6%	-19%	-5%	-8%	6%	-2%	-14%	-4%
CCN(CC)S(=O)(=O)c1cccc(NC(=O)CN2C(=O)NC3(CCC(C)CC3)C2=O)c1 (stereo unspecified)	11	-7%	-10%	-3%	6%	-1%	-1%	-11%	u
CC(C)OCCCNS(=O)(=O)c1ccc2c(c1)OCCO2	22	0%	u	-16%	-1%	4%	-9%	-7%	0%
O=c1c2ccccc2cnn1CCOc1ccccc1	16	u	u	15%	17%	-29%	-2%	-15%	-9%
COc1cc(NS(=O)(=O)c2ccc(NC(=S)NC(=O)c3sc4cc(F)ccc4c3Cl)cc2)nc(OC)n1	-50*	3%	u	-1%	u	u	-1%	7%	15%
CC(C)CCNC(=O)c1onc(CSc2nc3ccccc3[nH]2)c1C(=O)NCCC(C)C	-3	0%	-2%	-10%	-19%	-10%	11%	8%	-12%
O=C(NNC(=O)c1cnccc1C(F)(F)F)c1ccc(Cl)cc1	2	-14%	-6%	-3%	-1%	0%	23%	21%	13%
COc1c(Cl)cc(Cl)cc1C(=O)Nc1ccc(NC(C)=O)cc1	-18	1%	5%	2%	0%	-10%	-16%	-8%	16%

Brought forward from above: 3 compounds, followed by the next part.
SMILES	IL-1B inflam inh	ATXN2 expr inh	KB-V1 cytotox	SW480 rereplic	MCF10A rerep	WRN helicase inh	HT1080 IDH1KD tx	HT1080NT lethal	KB-3-1 cytotox
CC(C)CCNC(=O)c1onc(CSc2nc3ccccc3[nH]2)c1C(=O)NCCC(C)C	-3	0%	-2%	-10%	-19%	-10%	11%	8%	-12%
O=C(NNC(=O)c1cnccc1C(F)(F)F)c1ccc(Cl)cc1	2	-14%	-6%	-3%	-1%	0%	23%	21%	13%
COc1c(Cl)cc(Cl)cc1C(=O)Nc1ccc(NC(C)=O)cc1	-18	1%	5%	2%	0%	-10%	-16%	-8%	16%
CS(=O)(=O)N1CCN(c2nc(-c3ccc(F)cc3)cs2)CC1	-17	5%	-7%	3%	0%	-11%	-13%	0%	-2%
COc1ccccc1C(=O)N1CCN(C(=O)c2oc3ccc(C)cc3c2C)CC1	-1	8%	x	13%	16%	-4%	-4%	1%	x
Cc1ccc(S(=O)(=O)Nc2ccccc2OC(C(=O)OC(C)(C)C)C(=O)OC(C)(C)C)cc1	39	x	u	x	x	0%	u	u	-21%
CC1CCCC(NC(=O)CN2CCN(S(=O)(=O)c3ccc(Br)s3)CC2)C1C (stereo unspecified)	u	7%	u	0%	8%	-5%	-1%	-4%	-6%
CCOc1ccccc1C(=O)N(C)Cc1cc2cc(OC)ccc2[nH]c1=O	-3	-17%	14%	-9%	-3%	18%	3%	1%	6%
Cc1ccc(CSCC(=O)NCc2cccs2)cc1	6	-7%	0%	1%	-2%	-1%	27%	8%	-8%
O=C(CSc1ncc(-c2ccccc2)[nH]1)Nc1ccccc1F	-7	20%	-2%	-1%	7%	-3%	-15%	-11%	9%
CCOC(=O)N1CCN(S(=O)(=O)N2CCCC(C(=O)NCc3cc(Br)ccc3OC)C2)CC1 (stereo unspecified)	-12	x	-26%	x	x	-11%	-6%	-11%	-7%
CCN(C(=O)CSc1nc2ccc(OC)cc2[nH]1)c1c(N)n(Cc2ccccc2)c(=O)[nH]c1=O	7	11%	4%	2%	1%	-2%	5%	2%	30%
Cc1c(C(=O)Nc2ccc(F)cc2)oc2ccc(S(=O)(=O)N3CCC4(CC3)OCCO4)cc12	0	-32%	u	0%	16%	-20%	-18%	u	1%
COc1ccc(NC(=O)CC2C(=O)N(CCc3ccccc3)C(=S)N2Cc2cccnc2)cc1 (stereo unspecified)	-10	u	15µM*	u	u	-12%	u	-28%	-1%
CC(=O)C1=C(C)NC(SCc2cccc([N+](=O)[O-])c2)=C(C#N)C1c1ccco1 (stereo unspecified)	-66*	1%	10µM*	u	14%	-12%	-9%	0%	4%
Cc1ccc(C(=O)NNC2=Nc3cccc4cccc2c34)cc1	-3	-12%	9.2µM*	-4%	6%	6%	-2%	-2%	u
Cc1nnc(SCC(=O)Nc2cc(S(=O)(=O)N3CCOCC3)ccc2N2CCCC2)s1	-25	7%	0%	-19%	0%	-1%	4%	15%	5%
CCC(CC)c1nnc(NC(=O)c2ccc(N3CCCCC3)c([N+](=O)[O-])c2)s1	-23	x	u	2%	8%	-3%	-1%	13%	9%
CS(=O)(=O)N1CCN(C(=O)Cc2ccccc2)CC1	-1	3%	10%	-17%	-4%	4%	18%	12%	5%
Cc1ccc(Cl)cc1N1CCN(S(=O)(=O)c2c(C)nc3scc(C)n3c2=O)CC1	-8	3%	u	9%	u	-1%	5%	12%	u
CCCC(=O)OCCNc1cc(SCCC(=O)OC)c2nonc2c1[N+](=O)[O-]	-86*	-22%	0%	1%	4%	-15%	u	u	8%
Cc1occc1C(=O)N1CCN(S(=O)(=O)c2ccc(F)cc2)CC1	11	13%	1%	-2%	-11%	-3%	7%	7%	0%
Cc1cc(=O)oc2cc(OCC(=O)Nc3ccccc3C(N)=O)c(Cl)cc12	0	1%	1%	u	-1%	-1%	-2%	2%	-12%
COc1ccc(/C=C/C(=O)OCC(=O)NC2CCCC2)c(OC)c1	0	x	-1%	-4%	0%	-3%	3%	7%	-2%
N#Cc1c(SCC(=O)Nc2ccc(C(F)(F)F)cc2)sc2c(O)cc(=O)[nH]c12	13	-2%	0%	-117%[inhibitor]	u	-7%	14%	u	22%
CCOc1cc(N2CCOCC2)c(OCC)cc1NC(=O)COc1cccc2cccnc12	-22	u	5.2µM*	-38%[inhibitor]	16µM*	9%	u	u	u
COc1ccccc1NC(=O)C(C)OC(=O)CCCc1c[nH]c2ccccc12 (stereo unspecified)	16	-9%	-4%	u	6%	-12%	-1%	-4%	-6%
C=C(C)CC1(NC(C)c2ccccc2)CCCCC1 (stereo unspecified)	12	-23%	-12%	-4%	8%	8%	-13%	1%	18%
